High-throughput results from PubChem.
RAD52 anneal inh: blocks human RAD52 DNA annealing. recombinant RAD52 DNA annealing, FRET fluorescence. inhibition, % at 18.7 µM. hit rate 0.46% among 360,000. AID 651710;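 active = every replicate showing at least 50% inhibition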
EWS-Fli inh: EWS/Fli transcriptional activity inhibition; hit rate 0.67% among 350,000; A673 NR0B1-luciferase reporter, viability-normalised; inhibition, % at 12.6 µM;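 active = mean inhibition of at least 50% after viability correction, with every replicate also passing that limit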;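 also: firefly luciferase signal divided by Alamar Blue viability fluorescence both relative to DMSO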
esBAF inh: inhibitors of esBAF chromatin remodeling in mouse ES cells; reporter increase, % at 12.5 µM; AID 602393; hit rate 2% among 350,000; Bmi1-luciferase knock-in reporter, 24 h; 100% = twice the neutral-well signal; in the data active = activation above about 40%;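 also: 0% = median of the plate's neutral control wells and 100% = double that signal; a rise in the Bmi1 reporter signal indicates esBAF inhibition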
FN deposit inh: fibronectin deposition inhibition; AH1F fibroblasts, Alexa488-fibronectin deposition fluorescence, overnight; inhibition, % at 12.6 µM; hit rate 0.086% among 350,000;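 active = mean inhibition across replicates of 30% or more, regardless of how many single replicates reach that level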;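 also: positive control wells lacked labelled fibronectin entirely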
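material = AH1F fibroblast monolayer depositing Alexa488-labelled fibronectin into matrix | amount = 10000 AH1F cells/well | buffer or medium = DMEM plus 2% serum, read in PBS | incubation = 1 h cell adhesion before compound, then overnight fibronectin incubation | detection = fluorescence at 485 nm excitation, 525 nm emission | evaluation = percent inhibition as loss of matrix-bound fibronectin fluorescence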
E-selectin induc: E-selectin induction on HUVECs | P16581 | HUVEC E-selectin immunofluorescence imaging; normalized: neutral wells 0, TNF-alpha wells 100 | activation, % at 7.58 µM | hit rate 0.37% among 260,000;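 active = mean E-selectin-positive cell signal at least 10% of the positive control, reached in at least 60% of replicates, without over 20% cell loss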;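 also: in these data hits start at about 27%; measured in HUVEC primary endothelial cells; signal is the percent of cells scored E-selectin positive by PE staining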
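assay system = HUVEC, human umbilical vein endothelial cells | input = 3,000 HUVEC seeded per well | medium = EGM-2 growth medium on 0.1% gelatin-coated wells | dosing = one compound dose added by pin transfer | signal = immunofluorescence imaging | read-out basis = % PE-positive cells | control set = TNF-alpha, DMSO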
RAD54 inh: RAD54 (human) branch migration inhibition | hit rate 0.14% among 360,000 | RAD54 Holliday junction branch migration, FAM/BHQ fluorescence | AID 602329 | inhibition, % at 10.4 µM | Q92698;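 active = mean normalized replicate activity at least 40 and at least half of replicates scoring 40 or more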;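 also: 0% = median of neutral control wells and 100% = median of positive control wells; inhibitors cause a drop in the FAM fluorescence signal; in these data hits start at about 50%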
Target sequence (Q92698 whole entry, looked up): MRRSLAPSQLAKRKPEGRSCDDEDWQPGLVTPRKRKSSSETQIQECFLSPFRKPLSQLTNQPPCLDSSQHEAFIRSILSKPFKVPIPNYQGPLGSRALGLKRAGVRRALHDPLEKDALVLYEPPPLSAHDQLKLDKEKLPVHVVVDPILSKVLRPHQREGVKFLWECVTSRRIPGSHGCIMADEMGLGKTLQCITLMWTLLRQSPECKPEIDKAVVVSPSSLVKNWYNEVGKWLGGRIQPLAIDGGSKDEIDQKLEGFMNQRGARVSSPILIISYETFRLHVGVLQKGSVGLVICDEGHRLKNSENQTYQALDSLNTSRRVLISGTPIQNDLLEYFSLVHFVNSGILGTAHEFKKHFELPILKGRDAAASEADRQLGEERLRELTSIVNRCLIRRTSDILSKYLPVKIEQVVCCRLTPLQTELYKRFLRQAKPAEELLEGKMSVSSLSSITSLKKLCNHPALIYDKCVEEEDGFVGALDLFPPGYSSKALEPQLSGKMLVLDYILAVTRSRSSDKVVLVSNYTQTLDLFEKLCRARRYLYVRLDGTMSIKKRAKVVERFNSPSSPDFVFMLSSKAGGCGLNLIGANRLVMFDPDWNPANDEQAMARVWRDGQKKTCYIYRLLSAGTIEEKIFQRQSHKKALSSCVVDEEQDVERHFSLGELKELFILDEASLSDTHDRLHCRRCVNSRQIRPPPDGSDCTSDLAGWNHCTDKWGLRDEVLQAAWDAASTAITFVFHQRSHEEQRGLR
Xi reactivation: reactivates the inactive X chromosome in mouse fibroblasts; activation, % at 7.58 µM; XiGFP mouse fibroblasts, % GFP-positive cells imaging, 3 d; cells co-treated with 5-aza-dC sensitizer; scaled so ellipticine positive control = 100%; hit rate 0.055% among 360,000; AID 743238;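 active = mean normalized replicate activation at least 10% and every replicate at or above 10%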;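 also: 0% = median of on-plate neutral control wells and 100% = ellipticine 6 µM median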
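material = 68-5-11 XiGFP fibroblast line | medium = DMEM plus 5-aza-dC sensitizer | schedule = 3 days compound exposure | benchmarks = positive control ellipticine, 6 µM final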
S100A4 inh HTS: S100A4-myosin IIA interaction inhibition. AID 652163. P26447. hit rate 0.14% among 360,000. inhibition, % at 10.7 µM. S100A4/TAMRA-MyoIIA peptide fluorescence polarization;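 active = mean inhibition of at least 70% across replicates, with every replicate also reaching that level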
Target sequence (P26447 whole entry, looked up): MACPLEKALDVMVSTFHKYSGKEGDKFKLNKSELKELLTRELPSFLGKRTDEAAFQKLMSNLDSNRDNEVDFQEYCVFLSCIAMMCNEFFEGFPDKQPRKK
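incubation = readout 5 min after mixing, signal stable up to 60 min | system = S100A4 monomer protein | buffer or medium = HEPES pH 7.2 with CaCl2, KCl, NaCl, DTT, Triton | benchmarks = neutral control DMSO, positive control TFP | also added = fluorescent myosin IIA peptide, 5 nM | compound dosing = one concentration per compound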
* marks the source's active call; other numbers are inactive results; i = inactive; nt = no result given.

Results follow in this order: RAD52 anneal inh	EWS-Fli inh	esBAF inh	FN deposit inh	E-selectin induc	RAD54 inh	Xi reactivation	S100A4 inh HTS
CC(C)N(C(=O)CSc1nc(COc2ccccc2)nc2ccccc12)C(C)C
  -73	-9	18	2	1.0	4	0.0	-4
COc1ccccc1S(=O)(=O)N[C@@H]1CC[C@H](CCn2cc(C3CCCC3)nn2)O[C@@H]1CO
  7	-1	nt	-6	0.0	nt	0.0	5
Cc1ccc(-n2c(O)c(C=Nc3ccc(S(=O)(=O)Nc4ncccn4)cc3)c3ccccc3c2=O)cc1C
  1	15	nt	0	nt	nt	0.0	8
CC(C)=N/N=C(/c1ccc([N+](=O)[O-])cc1)C12CN3CN(CN(C3)C1)C2
  95*	-1	nt	-10	nt	nt	0.1	5
CN1CCN(C(=O)C[C@H]2C[C@H]3c4cc(NC(=O)NC5CCCC5)ccc4O[C@H]3[C@@H](CO)O2)CC1
  0	1	-2	-1	-0.1	3	-0.1	-10
COc1ccccc1C(=O)NC(=O)Nc1c(C)cc(C)cc1C
  -12	-2	3	-7	0.0	-4	0.0	-3
O=C(CCc1nnc2ccc(N3CCCC3)nn12)Nc1cc(F)ccc1F
  -8	-2	-7	21	nt	7	0.3	-1
CC1CC1C(=O)Nc1nc2ccc(Cl)cc2s1 (stereo not given)
  -5	-65	nt	7	3.0	nt	0.2	-10
CCCNC(=O)N1[C@@H](CO)[C@H](c2ccccc2)[C@@H]1CNC(=O)c1cccc(F)c1
  -44	0	-13	-15	0.1	4	0.1	31
CCN(C(=O)CSc1nnc(-c2ccc(Cl)cc2)n1C)C1CCS(=O)(=O)C1 (stereo not given)
  5	14	nt	1	0.6	nt	0.2	0
CC(C)CC1NC(=O)N(CC(=O)Nc2ccccc2-c2ccccc2)C1=O (stereo not given)
  -5	-7	nt	nt	nt	nt	-0.1	2
COc1c(C)cc(C(=O)C2CCCN(Cc3c(C)n(C)n(-c4ccccc4)c3=O)C2)cc1C (stereo not given)
  0	30	nt	-8	nt	nt	0.2	-6
CCCCCCN1C[C@@H](n2cc(COC(=O)c3ccccc3)nn2)[C@H](O)C[C@@H]1c1ccc(C)cc1
  -10	35	-3	6	-0.1	-7	0.1	-3
CCS(=O)(=O)Nc1ccc2c(c1)C(=O)N(C)[C@H]1CC[C@H](CC(=O)NCCOC)O[C@H]1CO2
  12	0	6	-8	0.0	4	0.3	2
Cc1cc(NC(=O)Nc2ccccc2[N+](=O)[O-])no1
  -14	12	nt	4	nt	nt	0.4	-3
O=C(O)C(c1ccccc1)N1C(=O)/C(=C\c2ccc(-c3cccc(Cl)c3)o2)SC1=S (stereo not given)
  i	-3	-3	-2	0.0	-66	0.1	-2
Cc1cc(C)n2nc(C(=O)OCC(=O)NC3CCS(=O)(=O)C3)nc2n1 (stereo not given)
  -9	0	-8	8	nt	6	0.1	-5
Cc1noc(C)c1S(=O)(=O)N(C)C[C@H]1OCCCC[C@@H](C)Oc2ccc(NC(=O)C3CCCCC3)cc2C(=O)N([C@@H](C)CO)C[C@@H]1C
  -36	10	0	nt	-0.1	-5	0.8	-5
C[C@@H]1CN([C@@H](C)CO)C(=O)c2cc(C#CCN(C)C)cnc2O[C@@H]1CN(C)Cc1ccc(C(=O)O)cc1
  -3	-5	-2	-8	0.0	-11	-1.0	4
O=c1c2c3c(sc2n(CCN2CCCC2)c(=O)n1Cc1ccccc1)CCCCC3
  -40	-4	nt	-22	0.1	3	0.3	1
CCOC(=O)CSc1nc2c(c(=O)n1-c1ccc(OCC)cc1)SCC2
  -9	10	6	nt	nt	4	nt	2
C[C@@H]1CN([C@H](C)CO)C(=O)c2cc(-c3ccc(F)cc3)cnc2O[C@@H]1CN(C)C(=O)CN(C)C
  15	-12	3	6	-0.1	9	0.1	9
Cc1sc2ccccc2c1CNC[C@H]1O[C@@H](n2cnc(C(N)=O)n2)[C@H](O)[C@@H]1O
  -11	3	-4	2	0.0	-6	0.2	-5
CCOc1cc(OCC)cc(C(=O)NCCN2CCC(n3c(=O)[nH]c4ccccc43)CC2)c1
  9	9	nt	-3	7.5	nt	-0.2	-4
Cc1ccc(OCCNS(=O)(=O)c2ccc(Cl)cc2)cc1
  -3	5	-6	1	nt	4	0.1	-15
O=C(Nc1cccc(Cl)c1Cl)c1csc([C@@H]2O[C@H](CO)[C@@H](O)[C@H]2O)n1
  -13	-47	50*	nt	0.0	-12	0.1	1
CN(C)CCn1nnnc1SCC1=C(C(=O)O)N2C(=O)[C@@H](NC(=O)Cc3csc(N)n3)[C@H]2SC1
  -22	-4	5	0	-0.1	-9	0.0	-2
COc1ccc(C(C)(C)C)cc1NC(=O)Cn1cnnn1
  0	-2	nt	2	nt	nt	0.0	5
COCCN1C(=O)C(=O)/C(=C(/O)c2ccc(S(=O)(=O)N3CCCCC3)cc2)C1c1ccc(OC)c(OC)c1 (stereo not given)
  -9	-10	-5	-10	-0.1	-15	-0.1	1
O=C(CN1C(=O)/C(=C/c2cccc(Br)c2)SC1=S)NC1=NCCS1
  -139	-13	nt	nt	nt	nt	0.6	17
CCOC(=O)N1CCN(CC(=O)Nc2ccc(F)c(F)c2F)CC1
  -2	-13	nt	-9	1.6	nt	0.0	-5
Cc1ccc(C2(C)NC(=O)N(CC(=O)NNC(=O)c3cc(C)oc3C)C2=O)cc1 (stereo not given)
  -11	-5	-2	1	-0.8	7	0.0	-2
COC(=O)C(C)Oc1cc(OC(C)C(=O)OC)c2c(-c3ccccc3)cc(=O)oc2c1 (stereo not given)
  -3	8	-4	11	0.0	4	0.0	1
Cc1noc(C)c1NC(=O)N[C@@H]1C=C[C@H](CC(=O)NCc2ccc(Cl)c(Cl)c2)O[C@H]1CO
  2	2	1	10	-0.6	0	0.1	6
CCCCn1c(=S)[nH]c2cc(S(=O)(=O)N3CCOCC3)ccc21
  -13	12	-6	-7	-0.7	-1	0.1	-1
Cc1cc(OCc2ccccc2)ccc1/C(O)=C1/C(=O)C(=O)N(Cc2cccnc2)C1c1ccncc1 (stereo not given)
  -15	0	1	1	1.3	nt	0.0	0
COCC(C)NCc1cc(Br)ccc1OC (stereo not given)
  -16	1	-6	2	5.3	-4	0.0	0
C[C@H]1CN([C@@H](C)CO)C(=O)c2cccc(NS(=O)(=O)c3ccc(Cl)cc3)c2O[C@H]1CN(C)Cc1ccc(Cl)c(Cl)c1
  3	0	-7	nt	-0.3	-4	0.2	-4
O=c1ccn([C@@H]2O[C@H](CNCc3ccc(-c4cc(C(F)(F)F)ccc4Cl)o3)[C@@H](O)[C@H]2O)c(=O)[nH]1
  -11	-2	4	-8	1.9	-2	0.0	-2
O=S(=O)(c1cc(Cl)ccc1Cl)n1ccnc1
  -19	-14	nt	nt	-1.6	nt	0.3	1
O=C(NCC[C@H]1CC[C@H](NS(=O)(=O)c2cccc(F)c2)[C@H](CO)O1)c1cnccn1
  -7	-32	-4	4	-0.3	-5	-0.5	6
CCN(Cc1ccccc1)S(=O)(=O)c1c(C(=O)N2CCCC2)c(C)n(C)c1C
  -5	5	1	3	nt	-6	0.2	-7
CCN(C(=O)COC(=O)c1cc2c(s1)CCCC2)c1c(N)n(Cc2ccccc2)c(=O)[nH]c1=O
  3	-1	-4	-3	-1.4	-11	-0.8	-1
COc1ccccc1C(C)Nc1nc(-c2cccnc2)nc2ccccc12 (stereo not given)
  -52	19	7	3	0.0	-9	0.0	1
Cc1noc(C)c1NC(=O)N(C)C[C@@H]1Oc2ccc(NS(=O)(=O)c3ccc(F)cc3)cc2CC(=O)N([C@H](C)CO)C[C@@H]1C
  -3	-9	2	nt	0.2	1	0.0	9
C[C@H](O)C#Cc1cnc2c(c1)C(=O)N([C@H](C)CO)C[C@H](C)[C@H](CN(C)C(=O)Cc1ccccn1)O2
  0	-6	-2	-1	0.3	-1	-1.1	0
O=C(Nc1cccc([N+](=O)[O-])c1)c1ccc(CN2CCOCC2)cc1
  2	-29	27	-3	nt	-7	0.3	0
Cc1ccc(NC(=O)c2ccccc2)cc1-n1cnnn1
  -9	4	nt	-6	nt	nt	0.0	-4
O=C(COc1ccc2ccccc2c1Br)N1CCN(c2ccccn2)CC1
  -9	5	-5	nt	nt	-5	nt	4
COc1ccc(NC(=O)C[C@H]2C(=O)N(c3ccccc3)C[C@@H]2C)cc1
  -13	-2	-1	-3	nt	3	0.2	1
CO[C@@H]1CN(C)C(=O)c2cc(NC(=O)NC(C)C)ccc2OC[C@H](C)N(CC2CC2)C[C@@H]1C
  15	8	-3	1	0.0	-4	0.0	3
COc1cccc2[nH]c(=O)c(-c3ccccc3)cc12
  -10	-109	56	nt	nt	-10	0.0	-7
CCCCc1cc(=O)oc2cc(OCC(=O)NCc3ccccn3)ccc12
  -7	10	1	1	nt	-1	0.0	-2
C/C=C/c1ccc([C@H]2[C@H](CO)N3C(=O)CN(Cc4ccccc4)C[C@@H]23)cc1
  -1	2	nt	nt	-0.3	nt	0.2	-7
CCCN1CCC(=O)N([C@H](CO)Cc2ccccc2)CC1
  nt	-4	-4	7	3.0	1	0.0	nt
CC(=O)C1=C(O)C2(C)c3c(O)c(C)c(O)c(C(C)=O)c3OC2CC1=O (stereo not given)
  -30	4	-7	-9	1.0	0	-0.1	-14
Cn1c(=O)c2ccccc2n2c(CCl)nnc12
  -6	11	0	1	0.0	-4	0.2	-4
CCC(=O)Nc1ccc(C(=O)OCc2ccccc2)cc1
  -10	-24	36	2	5.0	8	0.1	-7
CC(CCC(=O)O)C1CC[C@@]2(C)C3C(=O)CC4C(C)(C)C(O)CC[C@]4(C)C3C(=O)C[C@]12C (stereo not given in full)
  -2	-1	-15	1	1.5	-4	0.1	2
COc1cccc(C(=O)/C=C/c2ccc(N3CCCCC3)c([N+](=O)[O-])c2)c1
  nt	1	-4	nt	nt	-3	0.5	nt
Cc1cc(SCC(=O)N(CC(C)C)c2c(N)n(CC(C)C)c(=O)[nH]c2=O)nc2ccccc12
  -13	4	-1	0	-0.4	12	0.0	-13
Cc1cc(NS(=O)(=O)c2ccc(NC(=O)CSc3nc4ncccc4[nH]3)cc2)nc(C)n1
  -15	-8	-5	17	nt	-2	-0.1	-3
Cc1cc(C(=O)OCC(=O)Nc2cccc(S(N)(=O)=O)c2)c(C)o1
  -21	2	5	9	nt	-3	0.1	-5

Some of the entries above in a different format.
O=C(Nc1cccc([N+](=O)[O-])c1)c1ccc(CN2CCOCC2)cc1
  RAD52 anneal inh: 2
  EWS-Fli inh: -29
  esBAF inh: 27
  FN deposit inh: -3
  E-selectin induc: nt
  RAD54 inh: -7
  Xi reactivation: 0.3
  S100A4 inh HTS: 0

Cc1ccc(NC(=O)c2ccccc2)cc1-n1cnnn1
  RAD52 anneal inh: -9
  EWS-Fli inh: 4
  esBAF inh: nt
  FN deposit inh: -6
  E-selectin induc: nt
  RAD54 inh: nt
  Xi reactivation: 0.0
  S100A4 inh HTS: -4

O=C(COc1ccc2ccccc2c1Br)N1CCN(c2ccccn2)CC1
  RAD52 anneal inh: -9
  EWS-Fli inh: 5
  esBAF inh: -5
  FN deposit inh: nt
  E-selectin induc: nt
  RAD54 inh: -5
  Xi reactivation: nt
  S100A4 inh HTS: 4
